# Screening data: PubChem, National Center for Advancing Translational Sciences (NCATS)
# FEN1 inh: human FEN1 inhibition. hit rate 0.35% among 390,000. AID 588795. Potency, µM (doses to about 114 µM), inactives show at the top dose activity change, negative = inhibition, most hits filed as inhibitors. Recombinant FEN1 flap cleavage, fluorescence, 15 min; note: nearly all actives have a fitted effect of over 65% in size
#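 With each library titrated from low to high concentration, compounds met 10 nM FEN1 for 15 min at room temperature before 50 nM substrate was added; readings at 0 and 15 min fed four-parameter Hill curve fits.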
# TDP1 cell CPT: growth inhibition of DT40 Tdp1-/-;hTDP1 cells with camptothecin (screen for TDP1 inhibitors); chicken DT40 Tdp1-/-;hTDP1 cells + 20 nM CPT, ATP luminescence, 48 h; Potency, µM (series often up to 46.2 µM), without a hit: at the highest dose activity change, negative = growth inhibition, actives largely listed as inhibitors; hit rate 12% among 420,000; note: nearly all actives have a fitted effect of over 55% in size
#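 Chicken DT40 Tdp1-/- cells complemented with human TDP1, 400 cells/well, exposed to compounds plus 20 nM camptothecin for at least 48 h at 37 C; viability read as ATP content by CellTiter-Glo luminescence.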
# KAT2A inh: blocks human GCN5L2 histone acetyltransferase; Q92830; GCN5L2 HAT assay, ThioGlo1 CoA-SH fluorescence; Potency, µM (top dose mostly 58.9 µM), inactives show at the highest dose activity change, negative = inhibition, usual class: inhibitors; hit rate 0.21% among 390,000; AID 504327
# Target sequence (Q92830 whole entry, looked up): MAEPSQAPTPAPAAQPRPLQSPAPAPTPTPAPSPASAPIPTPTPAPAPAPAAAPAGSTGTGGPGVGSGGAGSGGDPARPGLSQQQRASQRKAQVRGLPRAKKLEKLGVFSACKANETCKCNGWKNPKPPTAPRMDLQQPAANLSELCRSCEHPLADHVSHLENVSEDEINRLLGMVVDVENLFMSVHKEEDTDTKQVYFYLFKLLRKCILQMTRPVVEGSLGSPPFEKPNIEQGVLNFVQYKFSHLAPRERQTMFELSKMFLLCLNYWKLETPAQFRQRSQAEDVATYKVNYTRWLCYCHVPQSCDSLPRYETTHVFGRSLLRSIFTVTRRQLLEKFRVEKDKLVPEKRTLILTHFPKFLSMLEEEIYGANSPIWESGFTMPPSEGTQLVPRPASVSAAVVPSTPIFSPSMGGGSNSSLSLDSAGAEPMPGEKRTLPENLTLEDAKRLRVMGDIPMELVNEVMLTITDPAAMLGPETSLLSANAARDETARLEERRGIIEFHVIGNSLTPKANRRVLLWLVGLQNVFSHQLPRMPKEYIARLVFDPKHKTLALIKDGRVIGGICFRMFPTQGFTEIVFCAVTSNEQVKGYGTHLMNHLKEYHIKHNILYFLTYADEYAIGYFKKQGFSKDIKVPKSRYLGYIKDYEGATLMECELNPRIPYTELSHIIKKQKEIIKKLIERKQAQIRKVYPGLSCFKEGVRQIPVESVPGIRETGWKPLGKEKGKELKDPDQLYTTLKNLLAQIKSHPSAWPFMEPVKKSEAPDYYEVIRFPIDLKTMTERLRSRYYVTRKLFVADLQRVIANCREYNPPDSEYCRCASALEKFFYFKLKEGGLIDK
#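 GCN5L2 (20 nM) in 50mM HEPES pH 7.5, 0.1mM EDTA, 0.01% Tween-20 preincubated 15 min with compounds at room temperature. Reaction started with H3(1-25) 75uM, acetyl-CoA 70uM, ThioGlo1 50uM; CoA-thiol fluorescence (Ex340/Em540) read at 0 and 20 min.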
# The depositor's hits bear a star; ? = inconclusive; / = not tested or not shown. Calls come from the whole dose curve; as a rule, active = well fitted curve in the direction sought with a large enough effect; inconclusive = small, poorly fitted or top-dose-only effect, or another doubt; inactive = no such curve, though single readings can be large; an effect the other way counts as inactive or inconclusive. % is set by controls: 0 for no effect and ±100 for the full control effect; potency is the fitted concentration of half-maximal effect. These rows are one share of the data; the hit share may differ from the screen's.
# Start of the data: the first 6 entries, ahead of the listing:
No.	Molecule	FEN1 inh	TDP1 cell CPT	KAT2A inh
1	Nc1nc(SC23CC4CC(CC(C4)C2)C3)ns1	7%	-4%	-16%
2	COc1ccc(N2CC(C(=O)N3CCC(c4nc5ccccc5[nH]4)CC3)CC2=O)cc1 (configuration not stated)	0%	-12%	0%
3	CN(C)C(CNC(=O)CCOc1ccccc1)c1ccco1 (configuration not stated)	-13%	0%	0%
4	OCCN(Cc1ccccc1)C(=S)Nc1ccc(Cl)cc1Cl	-2%	?	-9%
5	CS(=O)(=O)N(CCc1ccccc1)CC(=O)N1CCN(c2ccc(F)cc2)CC1	5%	?	-2%
6	CC(=O)c1ccc(NC(=O)c2ccc3c(c2)C(=O)N(c2ccccn2)C3=O)cc1	-1%	-15%	0%

# Main list, from the start:
No.	Molecule	FEN1 inh	TDP1 cell CPT	KAT2A inh
1	Nc1nc(SC23CC4CC(CC(C4)C2)C3)ns1	7%	-4%	-16%
2	COc1ccc(N2CC(C(=O)N3CCC(c4nc5ccccc5[nH]4)CC3)CC2=O)cc1 (configuration not stated)	0%	-12%	0%
3	CN(C)C(CNC(=O)CCOc1ccccc1)c1ccco1 (configuration not stated)	-13%	0%	0%
4	OCCN(Cc1ccccc1)C(=S)Nc1ccc(Cl)cc1Cl	-2%	?	-9%
5	CS(=O)(=O)N(CCc1ccccc1)CC(=O)N1CCN(c2ccc(F)cc2)CC1	5%	?	-2%
6	CC(=O)c1ccc(NC(=O)c2ccc3c(c2)C(=O)N(c2ccccn2)C3=O)cc1	-1%	-15%	0%
7	CCOC(=O)c1[nH]c2cc3c(cc2c1NC(=O)CN1CC(C)CC(C)C1)OCO3 (configuration not stated)	12%	?	-11%
8	CC(=O)C1=C(C)Nc2ncnn2C1c1ccccc1OCc1ccccc1 (configuration not stated)	0%	-28%	-2%
9	Clc1ccc(-n2ncc3c(NCc4cccs4)ncnc32)cc1	-8%	-6%	-3%
10	Cc1nn(-c2cc(Cl)ccc2N)c(=O)c2ccccc12	5%	-18%	-4%
11	CCOc1ccc(S(=O)(=O)NCC2CCCO2)cc1NC(=O)c1ccccc1F (configuration not stated)	2%	0%	-6%
12	O=C(Nc1c(F)cc(F)cc1Br)c1ccco1	1%	11%	-9%
13	CCc1ccccc1Nc1nn2c(=O)c3ccc(C(=O)NCc4ccc(C)cc4)cc3nc2s1	19%	?	3%
14	Cc1ccc(/C=C(\NC(=O)c2ccccc2)C(=O)NCCc2ccccn2)o1	-5%	-20%	-3%
15	Cc1ccc(NC(=S)N(CCCN2CCC(C)CC2)Cc2ccco2)cc1C	-6%	?	-6%
16	CCn1cc(C(=O)N[C@H](C(=O)NCCCO)C(C)C)c(=O)c2cc3c(cc21)OCO3	7%	-2%	-3%
17	Cc1ccc(-n2nc(C)c3c(C(=O)Nc4ccc(C)cc4Cl)cc(C)nc32)cc1	22%	-24%	-22%
18	O=C(CCS(=O)(=O)c1ccc(Br)s1)NCc1ccccc1	1%	3%	-4%
19	O=C(NCc1ccc2c(c1)OCO2)c1cc(-c2ccncc2)nc2ccccc12	0%	16µM*	-19%
20	Cc1nc(Nc2cccc(O)c2)c2c3c(sc2n1)CCC3	-5%	18µM*	-6%
21	CN(Cc1ccccc1)C(=O)C1CCN(S(C)(=O)=O)CC1	-12%	-6%	-4%
22	Cc1cc(C)c(C)c(OCC(=O)O/N=C(\N)c2cccnc2)c1	17%	-31%	-2%
23	COCCNc1nnc(SCC(=O)N2CCN(S(=O)(=O)c3ccccc3)CC2)s1	-5%	-19%	0%
24	O=[N+]([O-])c1ccc(S(=O)(=O)N2CCN(Cc3c[nH]c4ccccc34)CC2)cc1	-7%	?	-15%
25	Cc1cccc(C(=O)NC2CC3CCCC(C2)N3Cc2ccccc2)c1 (configuration not stated)	16%	-8%	-37%
26	COc1ccc(CNC(=O)/C=C/c2ccc(S(=O)(=O)N3CCOCC3)cc2)cc1	2%	-16%	-1%
27	Cc1ccc(OCc2cc(C(=O)N(C)CCc3ccccc3)no2)cc1C	-1%	-13%	-9%
28	COc1ccc(CN2CCC(CO)(Cc3cccc(C(F)(F)F)c3)CC2)cc1Cn1cccn1	8%	?	0%
29	Cc1ccc(N2C(=O)CSC23C(=O)Nc2ccccc23)cc1 (configuration not stated)	3%	-4%	-9%
30	CC1CCN(C(=O)C(C)NCc2ccc(F)cc2)CC1 (configuration not stated)	4%	?	-3%
31	CCCCCCCC(=O)NC1=NC(=O)C(C)(C)S1	-5%	-23%	1%
32	COc1cc(/C=N/NC(=O)c2ccncc2)ccc1OCc1cnc(Cl)s1	16%	?	0%
33	O=C(Nc1cccc(C(=O)O)c1)/C(=C/c1cccc([N+](=O)[O-])c1)NC(=O)c1cccc(Br)c1	0%	3%	/
34	COc1ccc2[nH]cc(C(=O)CN3CCC(C)CC3)c2c1	2%	-13%	-5%
35	COc1ccc(NC(=O)Cn2c(=O)oc3cc(S(=O)(=O)N4CCCC4)ccc32)cc1OC	-11%	?	-5%
36	Cc1cc(=O)oc(C)c1C(=O)NCc1ccccc1	2%	-2%	-23%
37	CCN(Cc1ccccc1)S(=O)(=O)c1ccc(C(=O)Nc2nnc(C)o2)cc1	11%	23µM*	-3%
38	O=c1cc(N2CCN(c3ccccc3)CC2)[nH]c(=O)n1Cc1ccc(F)cc1	-2%	-25%	-10%
39	COc1ccc(CNC(=O)C/C(C)=N/NC(=O)c2ccc([N+](=O)[O-])cc2Cl)cc1	1%	6%	-5%
40	C/C(=N\N1CCN(C)CC1)c1ccc(OC(F)F)cc1	19%	-1%	4%
41	Cc1cccc(-n2nc(C)cc2N)c1	-1%	-17%	?
42	COc1ccc(CNC(=O)C2CCN(c3nnc(-n4cccc4CNc4ccc(C)cc4)s3)CC2)c(OC)c1	-8%	16µM*	-3%
43	CCOC(=O)C1=C(C)N=c2s/c(=C\c3cccc(OCC(=O)O)c3)c(=O)n2C1c1ccccc1 (configuration not stated)	5%	2%	-18%
44	Nc1ccc(C(=O)Oc2ccccc2)c(O)c1	/	7%	-12%
45	CCc1ccc(OCC(=O)NNC(=O)CNC(=O)c2ccc(Br)o2)cc1	-3%	3%	-9%
46	CCc1ccc(/C=N/NC(=O)C(=O)NCCCN2CCOCC2)cc1	3%	26%	-1%
47	CCn1nc(NS(=O)(=O)c2ccccc2)c2cc3cccc(C)c3nc21	4%	?	2%
48	CC(C)OCCCNC(=O)C(=O)NCCCOC(C)C	1%	-4%	-1%
49	O=C(NCc1ccc(Cl)cc1)c1cnn2ccccc12	18%	?	-1%
50	O=C(O)COc1ccccc1/C=N/NC(=O)Cc1ccccc1	5%	-18%	-25%

# 4 of these compounds in a different format.
16: CCn1cc(C(=O)N[C@H](C(=O)NCCCO)C(C)C)c(=O)c2cc3c(cc21)OCO3
  FEN1 inh: 7% | TDP1 cell CPT: -2% | KAT2A inh: -3%
17: Cc1ccc(-n2nc(C)c3c(C(=O)Nc4ccc(C)cc4Cl)cc(C)nc32)cc1
  FEN1 inh: 22% | TDP1 cell CPT: -24% | KAT2A inh: -22%
18: O=C(CCS(=O)(=O)c1ccc(Br)s1)NCc1ccccc1
  FEN1 inh: 1% | TDP1 cell CPT: 3% | KAT2A inh: -4%
19: O=C(NCc1ccc2c(c1)OCO2)c1cc(-c2ccncc2)nc2ccccc12
  FEN1 inh: 0% | TDP1 cell CPT: 16µM* | KAT2A inh: -19%

# Other compounds.
No.	Molecule	FEN1 inh	TDP1 cell CPT	KAT2A inh
51	Fc1ccc(Nc2cccc3nccnc23)cc1	-13%	-5%	-3%
52	Cc1ccc(S(=O)(=O)CC(=O)Nc2nc3c(C)cccc3s2)cc1	-8%	1%	-16%
53	CC(=O)c1ccc(NC(=O)CSc2nnc3ccc(-c4ccc(Cl)cc4)nn23)cc1	-2%	-12%	3%
54	CCC(Oc1ccccc1)C(=O)Nc1nnc(C)s1 (configuration not stated)	23%	-10%	-2%
55	CC(=O)c1c(C)[nH]c(C(=O)Nc2ccc(Cl)cc2)c1C	15%	?	-4%
56	Cc1cc(C(=O)N(C)Cc2c(F)cccc2Cl)c2ccccc2n1	-2%	?	-2%
57	COc1ccc(OC)c(NC(=O)COC(=O)CNC(=O)c2ccc(OC)c(OC)c2)c1	5%	-11%	1%
58	O=C(Nc1nc(-c2ccccn2)cs1)C1CC1	17%	23µM*	-5%
59	Cc1cccc2nc(CSC(=N)N)c(Br)n12	1%	?	-16%
60	CSc1cccc(NC(=S)Nc2cc(C)ccc2C)c1	-9%	-28%	1%
61	CC1CCN(C(=O)Cn2c(=O)oc3ccccc32)CC1	4%	-8%	-2%
62	CCOc1ccc(CCNC(=O)Cn2c(=O)c3cccn3c3cccnc32)cc1	14%	?	-13%
63	CCOC(=O)C1CCN(S(=O)(=O)c2cc(C(=O)OC)n(C)c2)CC1	-4%	?	-3%
64	CC(=O)C1=C(O)C(=O)N(Cc2cccnc2)C1c1ccc(O)cc1 (configuration not stated)	?	8%	3%
65	CCC(C(=O)OCC(=O)N1C(C)CCCC1C)c1ccccc1 (configuration not stated)	6%	11%	7%
66	Cc1ccc(S(=O)(=O)NCCC(=O)NCCc2ccccc2)cc1	11%	-9%	/
67	Cc1cc(=O)cc(C)n1-c1ccc(Cl)c(Cl)c1	2%	1%	-1%
68	C[C@]12C(=O)N(c3ccc(C(F)(F)F)cc3)C(=O)N1[C@@H]1c3ccccc3OC[C@@H]1[C@H]2c1ccccc1	-22%	23µM*	-5%
69	O=C(C1Cc2ccccc2CN1S(=O)(=O)c1cccs1)N1CCCCC1 (configuration not stated)	-1%	-13%	-17%
70	COc1ccc(C(=O)N(Cc2ccc(C(C)C)cc2)C2CCS(=O)(=O)C2)cc1 (configuration not stated)	1%	?	-17%
71	CCCCN(C(=O)CSCC(=O)Nc1ccc(C)cc1)c1c(N)n(CCCC)c(=O)[nH]c1=O	-1%	?	-7%
72	C=CCn1c(SCc2ccc(Cl)cc2)nc2c1c(=O)[nH]c(=O)n2C	12%	?	2%
73	Nc1nn(-c2ccccc2)c(N)c1N=Nc1cccc(F)c1	7%	1.6µM*	-10%
74	Cc1cc(N2CCCC2)c(C)cc1C=O	-23%	?	-3%
75	CCN(CC)S(=O)(=O)c1ccc(O)c(C(=O)OCC(=O)NC23CC4CC(CC(C4)C2)C3)c1	-2%	-3%	-4%
76	Cc1ccc(S(=O)(=O)NNC(=S)NC(C)(C)C)cc1	5%	2%	-6%
77	CCN(CC)c1nc(N)c([N+](=O)[O-])c(NCCO)n1	4%	-4%	-6%
78	O=Cc1ccc(N2Cc3ccccc3C2)cc1	7%	15%	-3%
79	O=C(Cn1ccc2ccccc2c1=O)Nc1ccc2c(c1)OCO2	7%	-4%	-4%
80	CCOc1ccc(-c2nnc3ccc(SCC(=O)Nc4nc5ccc(C)cc5s4)nn23)cc1	0%	?	-9%
81	CC(C)N1CCN(Cc2cccn2-c2nccs2)CC1CCO (configuration not stated)	5%	1%	-1%
82	O=c1cc(-c2ccccc2)ss1	-11%	1%	/
83	COc1ccccc1NC(=S)NNC(=O)c1cc(C)n(C)n1	-2%	-7%	0%
84	CC(C)c1ccc(NS(=O)(=O)c2ccc3[nH]cc(C(=O)NC4CCCCC4)c(=O)c3c2)cc1	-12%	?	-21%
85	COc1ccc(-c2cc(C(F)(F)F)n3nc(C(=O)O)c(Cl)c3n2)cc1OC	-6%	16%	-14%
86	CC1Cc2ccccc2N1C(=O)COC(=O)c1ccc([N+](=O)[O-])o1 (configuration not stated)	28µM*	?	-6%
87	O=c1cc(-c2ccccc2)[nH]n1-c1ccccc1	?	?	/
88	Cc1ccc(C)c(NC(=O)CSc2ccc(-c3ccco3)nn2)c1	-1%	17%	19%
89	Cc1ccc2cccc(S(=O)(=O)N3CCCc4ccccc43)c2n1	2%	?	-8%
90	COc1ccc(N2CCN(C(=O)c3ccc(NC(=O)C4=CSCCO4)cc3)CC2)cc1	-7%	-12%	-8%
91	CCOc1ccc(C(=O)Nc2nc3ccccc3[nH]2)cc1OCC	-12%	21µM*	-1%
92	COc1cccc(Nc2nnc(SCC(=O)N(CC(C)C)CC(C)C)s2)c1	-16%	?	-5%
